Assay outcomes from PubChem BioAssay.
Tb PFK inh = inhibitors of T. brucei phosphofructokinase | 330,000 tested, 0.17% active | Potency, µM (series often up to 57.5 µM), without a hit: top-dose activity, negative = inhibition, hits mostly inhibitors | T. brucei PFK, ADP-Glo luminescence;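 further: potency means the concentration at half of the fitted maximal effect; 0% = uninhibited 1x PFK enzyme wells and -100% = no-enzyme wells; nearly all actives have a fitted effect of over 60% in size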
Target sequence (O15648 whole entry, looked up): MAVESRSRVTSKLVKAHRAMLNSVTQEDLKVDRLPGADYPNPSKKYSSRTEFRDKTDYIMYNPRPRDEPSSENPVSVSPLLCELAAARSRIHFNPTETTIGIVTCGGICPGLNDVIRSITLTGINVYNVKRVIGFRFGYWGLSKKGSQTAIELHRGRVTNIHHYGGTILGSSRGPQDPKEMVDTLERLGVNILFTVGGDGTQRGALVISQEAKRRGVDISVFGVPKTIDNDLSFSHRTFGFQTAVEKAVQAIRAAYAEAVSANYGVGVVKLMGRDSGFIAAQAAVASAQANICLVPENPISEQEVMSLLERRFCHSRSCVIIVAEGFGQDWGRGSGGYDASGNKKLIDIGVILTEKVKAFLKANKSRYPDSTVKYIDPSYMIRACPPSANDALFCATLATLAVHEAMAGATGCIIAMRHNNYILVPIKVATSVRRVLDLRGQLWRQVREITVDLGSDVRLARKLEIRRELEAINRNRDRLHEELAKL
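Activity is normalized to no-enzyme wells (full inhibition) and 1.25 nM enzyme wells (no inhibition). Reaction: 0.5 mM F6P, 0.1 mM ATP, 45 min RT, ADP-Glo luminescence; concentration-response curves fitted and classed by quality.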
ELG1 genotox = genotoxicity induction in ELG1-luciferase HEK293T cells; HEK293T ELG1-luciferase reporter, luminescence, 16 h; Potency, µM (titrated, usually from 46 µM), for the others: at the highest dose activity change, positive = activation, actives largely listed as activators; 330,000 tested, 1.3% active; further: potency means the concentration at half of the fitted maximal effect; % of control where 0% means no effect; nearly all actives have a fitted effect of over 60% in size
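Screening used a luciferase reporter fused to human ELG1 in HEK293T cells. Luminescence was read on a CCD plate imager after 16 hr exposure and 30 min ONE-Glo incubation.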
Giardia killer = kills Giardia lamblia | 340,000 tested, 0.15% active | Giardia lamblia trophozoite viability | activity change, % at 7.66 µM, hits read low | AID 540267; in the data active means activity change below about -80%; inconclusive means between about -30% and that limit;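 further: parasites exposed to compound for two days anaerobically before the ATP read; on the % scale 0 is the no-effect control and ±100 the full control effect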
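Luminescent ATP signal served as the viability read-out, measured 15-30 min after adding ATP detection reagent to trophozoites that had been incubated with compounds for 48 hrs at 37 deg C anaerobically at 100 cells/well.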
Gal4-VP16 FLuc = Gal4-VP16 reporter inhibition counter-screen; Drosophila S2 Gal4-VP16 UAS-luciferase, luminescence, 20 h; Potency, µM (top dose mostly 53.6 µM), without a hit: top-dose activity, negative = inhibition, actives largely listed as inhibitors; 310,000 tested, 3.5% active;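 further: Gal4-VP16 expression switched on by copper sulfate through the metallothionein promoter; potency means the concentration at half of the fitted maximal effect; on the % scale 0 is the no-effect control and ±100 the full control effect; nearly all actives have a fitted effect of over 50% in size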
Rab9 prom act = activates the Rab9 promoter; AID 485297; 320,000 tested, 2.8% active; Potency, µM (highest dose often 9.22 µM), without a hit: at the top dose activation, negative = inhibition, actives largely listed as activators; Huh7 Rab9 promoter-luciferase reporter, luminescence, 24 h; further: potency means the concentration at half of the fitted maximal effect; % of control where 0% means no effect; nearly all actives have a fitted effect of over 60% in size
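Promoter activation is measured as luciferase luminescence in Huh7 cells stably transfected with a Rab9 promoter–luciferase construct, following 24 h compound exposure at 37 °C and 10 min reagent incubation at ambient temperature.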
FBPA coupling cs = inhibits coupling enzyme system, counter-screen for aldolase hits. 290,000 tested, 0.67% active. coupling enzyme system counterscreen, AmpLite Red fluorescence. activity change, negative = inhibition, % at 58.2 µM, hits read low. AID 2472; in the data active means activity change below about -30%; further: on the % scale 0 is the no-effect control and ±100 the full control effect
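Counterscreen lacking aldolase: glyceraldehyde-3-phosphate coupling-enzyme reagent preincubated 10 min at RT with compound (at 57.5 uM final), then substrate/coupling system with AmpLite Red added; fluorescence read at 525/598 nm after 20 min RT.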
FLuc counter = firefly luciferase modulation, counter-screen for miR-21 project | purified FLuc, Km substrates, luminescence inhibition | Potency, µM (highest dose often 57.5 µM), inactives show at the top dose activity change, negative = inhibition, actives largely listed as inhibitors | 360,000 tested, 6.9% active | AID 588342;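 further: potency means the concentration at half of the fitted maximal effect; plate controls were vehicle for no effect and reference inhibitor for full effect; nearly all actives have a fitted effect of over 55% in size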
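Biochemical qHTS of compounds, final roughly 60 µM downward over six points, against 10 nM purified firefly luciferase using Km concentrations of substrates (10 uM D-luciferin, 10 uM ATP) in Tris acetate pH 7.5 buffer; luminescence output.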
RORg inh = blocks mouse ROR gamma transcriptional activity; P51450; Drosophila S2 Gal4-RORgamma UAS-luciferase reporter, 20 h; Potency, µM (doses to about 53.6 µM), inactives show at the highest dose activity change, negative = inhibition, hits mostly inhibitors; 310,000 tested, 5.4% active; further: potency means the concentration at half of the fitted maximal effect; on the % scale 0 is the no-effect control and ±100 the full control effect; nearly all actives have a fitted effect of over 60% in size
Target sequence (P51450 whole entry, looked up, the tested form may be a part): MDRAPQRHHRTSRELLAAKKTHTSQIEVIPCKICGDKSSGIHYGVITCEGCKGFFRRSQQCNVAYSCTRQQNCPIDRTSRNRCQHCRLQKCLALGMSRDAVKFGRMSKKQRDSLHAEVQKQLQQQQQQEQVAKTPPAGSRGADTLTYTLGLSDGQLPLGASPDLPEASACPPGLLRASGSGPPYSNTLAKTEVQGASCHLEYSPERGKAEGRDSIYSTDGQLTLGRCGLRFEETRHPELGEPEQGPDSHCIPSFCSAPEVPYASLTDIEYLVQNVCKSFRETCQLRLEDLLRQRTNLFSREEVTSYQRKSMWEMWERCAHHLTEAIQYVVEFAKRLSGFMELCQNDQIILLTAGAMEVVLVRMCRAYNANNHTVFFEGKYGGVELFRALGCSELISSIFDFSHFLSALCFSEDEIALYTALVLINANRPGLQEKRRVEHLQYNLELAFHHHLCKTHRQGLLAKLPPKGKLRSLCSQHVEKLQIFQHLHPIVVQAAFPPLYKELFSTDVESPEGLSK
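Drosophila S2 cells stably expressing Gal4-DBD/mouse RORγ fusion under metallothionein promoter plus UAS-luciferase; compound 1 h, then 700 uM CuSO4 induction for 20 h at ambient temperature; inhibition read as reduced luminescence.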
NPC1 promoter act = NPC1 promoter activation | Huh7 NPC1 promoter luciferase reporter, 24 h | Potency, µM (highest dose often 9.22 µM), without a hit: at the highest dose activation, hits mostly activators | 320,000 tested, 2.4% active;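 further: potency means the concentration at half of the fitted maximal effect; % of control where 0% means no effect; nearly all actives have a fitted effect of over 60% in size; reporter is driven by a mutant NPC1 promoter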
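In 1536-well qHTS, Huh7 cells harboring an NPC1 promoter–luciferase construct received compound for 24 h; activation was quantified by luminescence following luciferase reagent addition.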
KCNH2 3.1 inh = inhibitors of human KCNH2 3.1 potassium channel isoform | AID 720553 | U2OS KCNH2 3.1, thallium flux FluxOr; active compounds read low | activity change, % (tested at about 1.8 µM) | 340,000 tested, 0.95% active;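 active means maximum activity change below -70%; inconclusive means maximum activity change from -70% to -50%; inactive means maximum activity change above -50%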;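 further: thallium influx rate constant from kinetic fluorescence after stimulation buffer; on the % scale 0 is the no-effect control and ±100 the full control effect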
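Kinetic fluorescence (2 min after stimulation buffer) measures Tl+ influx through KCNH2 3.1 expressed by viral transduction in U2OS cells; the rate constant is normalized against DMSO controls serving as positive and negative references.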
uPA surface inh = inhibitors of cell surface uPA generation; cell surface uPA generation assay, qHTS; Potency, µM (doses to about 38.3 µM), inactives show top-dose activity change, negative = inhibition, actives largely listed as inhibitors; 330,000 tested, 0.31% active; active means well fitted inhibition curve with a large enough effect; inconclusive means small, poorly fitted or top-dose-only effect; inactive means no such curve, though single readings can be large or run the other way; tested in mouse RAW 264.7 cells; further: potency means the concentration at half of the fitted maximal effect; on the % scale 0 is the no-effect control and ±100 the full control effect; nearly all actives have a fitted effect of over 55% in size
* = called active by the depositor; ? = inconclusive; · = not tested or not shown; & = joins results of further samples; [ ] = dose if it differs, or a comment. Unless noted, the call rests on the fitted dose curve; in most records, active means well fitted curve in the direction sought with a large enough effect; inconclusive means small, poorly fitted or top-dose-only effect, or another doubt; inactive means no such curve, though single readings can be large; an effect the other way counts as inactive or inconclusive.

SMILES	Tb PFK inh	ELG1 genotox	Giardia killer	Gal4-VP16 FLuc	Rab9 prom act	FBPA coupling cs	FLuc counter	RORg inh	NPC1 promoter act	KCNH2 3.1 inh	uPA surface inh
COc1ccc(F)cc1CSc1nnnn1-c1ccc(O)cc1	-1%	-11%	-1	-20%	0%	5	-2%	102%	2%	-13	0%
COc1ccc(C(=O)COC(=O)CCN2C(=O)C3C4C=CC(C5CC45)C3C2=O)cc1 (centres undefined)	1%	12%	10	-3%	3%	·	-22%	-2%	-3%	19	?
COc1ccc2[nH]c3c(c2c1)CCNC3c1ccc([N+](=O)[O-])o1 (centres undefined)	-21%	-3%	-29	?	2%	-10	-17%	-39%	5%	6	-12%
CCCCn1c(C)cc2c(c1=O)C1O[C@](c3ccsc3)(Cc3ccccc31)O2	2%[11.5 µM]	·	·	1%[10 µM]	0%[1.84 µM]	2	1%[11.5 µM]	16%[10 µM]	1%[1.84 µM]	·	·
Cc1ccc(-c2nc(CS(=O)(=O)CC(=O)N3CCN(C)CC3)c(C)o2)cc1	-4%	-3%	7	1%	-1%	·	-2%	-4%	-9%	2	2%
CCOC(=O)c1c(C(=O)OCC)c(C)n(Cc2cc(OC)c(OC)c(OC)c2)c1C	-5%	3%	1	4%	1%	6	1%	13%	-2%	2	6%
O=C1CC(C(=O)Nc2ccc(Br)cc2)C2(CCCC2)O1 (centres undefined)	12%	1%	·	-4%	-4%	5	1%	37%	-2%	·	·
CCN(c1ccccc1)S(=O)(=O)c1ccc(Cl)c(NC(=O)CN2C(=O)NC3(CCCC3)C2=O)c1	-3%	-1%	10	-17%	0%	1	2%	-29%	-1%	17	?
CCC(C)(C)NC(=O)C(c1ccc(OC)cc1)N(C(=O)CCC(=O)Nc1cc(C)on1)c1ccc2c(c1)OCO2 (centres undefined)	1%	-10%	-4	-1%	-1%	-2	-13%	0%	-2%	-20	-2%
COc1ccc(-c2cc(C(=O)Nc3ccc4c(c3)OCO4)no2)cc1	0%	7%	-9	2%	-2%	-1	2%&0%	0%	1%	11	2%
CN(Cc1nc(-c2ccc3c(c2)OCO3)no1)CC1(N2CCOCC2)CCCCC1	0%	0%	37[activator]	-17%	1%	2	-15%	0%	1%	3	0%
Cn1nc(C(=O)Nc2cccc(Cl)c2)cc1C(=O)Nc1cccc(Cl)c1	-1%	5%	11	?	-1%	0	1%	-26%	-4%	-17	-23%
O=[N+]([O-])c1ccccc1S(=O)(=O)NCc1ccc(F)cc1	0%	-1%	-24	1%	-6%	1	1%	6%	0%	-39	-1%
COC(=O)c1ccccc1-c1ccc(/C=N/NC(N)=O)o1	-4%	4%	0	5%	-2%	-1	6%	-4%	-2%	34	-4%
CCOC(=O)CSc1n[nH]c(NC(=O)c2ccccc2)n1	-2%	0%	4	-8%	1%	5	1%	-10%	-5%	10	·
CCOC(Cn1c(-c2ccc(OC)cc2)nc2ccccc21)OCC	-2%	4%	1	-2%	1%	0	-20%	?	1%	-6	4%
COc1ccc(-c2nnc(SCC(=O)Nc3ccccc3)n2C)cc1	1%	-5%	-3	3%	7%	-1	-1%	-14%	10%	5	-7%
NC(=O)c1ccc(N2CCN(c3ncc(C(F)(F)F)cc3Cl)CC2)cc1	2%	1%	14	0%	1%	1	-1%	1%	-5%	8	0%
CCCn1c(=O)c(Br)cn(-c2ccccc2C)c1=O	6%	3%	2	12%	2%	4	-3%	13%	-1%	20	-10%
Cc1cccc(C)c1NC(=S)NC(C)(C)CO	1%	2%	5	3%	-4%	2	-1%	-39%	-2%	-1	?

Part of the list above, with values under each structure:
Every second line gives: Tb PFK inh, ELG1 genotox, Giardia killer, Gal4-VP16 FLuc, Rab9 prom act, FBPA coupling cs, FLuc counter, RORg inh, NPC1 promoter act, KCNH2 3.1 inh, uPA surface inh
CCN(c1ccccc1)S(=O)(=O)c1ccc(Cl)c(NC(=O)CN2C(=O)NC3(CCCC3)C2=O)c1
    -3%, -1%, 10, -17%, 0%, 1, 2%, -29%, -1%, 17, ?
CCC(C)(C)NC(=O)C(c1ccc(OC)cc1)N(C(=O)CCC(=O)Nc1cc(C)on1)c1ccc2c(c1)OCO2 (centres undefined)
    1%, -10%, -4, -1%, -1%, -2, -13%, 0%, -2%, -20, -2%
COc1ccc(-c2cc(C(=O)Nc3ccc4c(c3)OCO4)no2)cc1
    0%, 7%, -9, 2%, -2%, -1, 2%&0%, 0%, 1%, 11, 2%

The listing picks up, repeating the 2 entries before the break.
SMILES	Tb PFK inh	ELG1 genotox	Giardia killer	Gal4-VP16 FLuc	Rab9 prom act	FBPA coupling cs	FLuc counter	RORg inh	NPC1 promoter act	KCNH2 3.1 inh	uPA surface inh
CCCn1c(=O)c(Br)cn(-c2ccccc2C)c1=O	6%	3%	2	12%	2%	4	-3%	13%	-1%	20	-10%
Cc1cccc(C)c1NC(=S)NC(C)(C)CO	1%	2%	5	3%	-4%	2	-1%	-39%	-2%	-1	?
Brc1ccc(OCc2nnnn2-c2ccccc2)cc1	-1%	1%	-1	-3%[10 µM]	-6%	1	-16%	?	-2%	2	-18%
COc1ccc(C(=O)NC(=S)Nc2cc(C)ccn2)cc1[N+](=O)[O-]	-4%	15%	16	1µM*	4%	2	-2%	?	17%	10	1%
Nc1nc(NCc2ccco2)nc(Nc2ccc(F)cc2)c1[N+](=O)[O-]	-7%	2%	26	-3%	0%	-1	0%	7%	-3%	-5	-4%
COc1ccc(NC(=O)C2CCCC2)cc1S(=O)(=O)N1CCOCC1	-2%	-2%	-1	·	-4%	·	·	·	-5%	4	-2%
COc1ccc(CCNC(=O)COc2ccc(-c3ccccc3)cc2)cc1OC	6%	6%	-21	?	-12%	2	-1%	-44%	-5%	-22	3%
CC(=O)Nc1ccc(S(=O)(=O)Nc2ccc(S(=O)(=O)Nc3nccs3)cc2)cc1	4%	-2%	8	-1%	5%	12	-1%	0%	2%	1	1%
COc1ccc(-n2nnnc2SCC(=O)N(C)C2CCS(=O)(=O)C2)cc1 (centres undefined)	4%	0%	21	·	·	·	·	·	·	4	1%
COc1ccc(S(=O)(=O)N2CCOCC2)cc1NC(=O)Cc1coc2cc(C)ccc12	0%	1%	1	·	-2%	·	?	·	-2%	-10	2%
CCCCNCCOCCOc1ccc(C)cc1Br	0%	-9%	23	-10%	-1%	-1	0%	4%	6%	-11	-2%
NC(N)=N/N=C/c1ccc(Cl)cc1Cl	-10%	-5%	0	-1%	0%	0	?	-8%	-1%	-21	-10%
CCOc1ccc(C(=O)NCC(=O)OCc2nnc(-c3ccccc3)o2)cc1OCC	-2%	3%	-7	·	1%	·	0%	·	0%	5	-5%
Cc1ccc(C)c(NC(=O)Cn2nnc(C(=O)NCc3ccco3)c2N)c1	-4%	4%	28	-12%	-24%	0	2%&-5%	-10%	-35%[inhibitor]	5	?
CCOc1ccc(NC(=O)CN(C)C(=O)CCNC(=O)c2ccco2)cc1OCC	-9%	6%	-12	·	-6%	·	0%	·	1%	7	?
CC1(C)CC(=O)C=C(NCC2CCCO2)C1 (centres undefined)	2%	-4%	-8	-10%	-4%	7	5%	?	5%	4	6%
Cc1nn(-c2ccc(F)cc2)c(Cl)c1/C=N/NC(=O)c1cccc(S(=O)(=O)N2CCCC2)c1	-3%	14%	8	-23%	-8%	2	5%	-25%	-5%	-2	-2%
COC(=O)c1ccc2nc(NC(=O)C3CCCCC3)sc2c1	-15%	?	-21	-2%	0.32µM*	2	?	-17%	0.89µM*	-7	-7%
CCOC(=O)C1(CCCc2ccccc2)CCN(C(=O)Cc2nonc2C)CC1	3%	-5%	6	21%	-1%	-2	1%	?	-3%	5	-7%
CCOc1ccc(/C=N/NC(=O)Cn2ccnc2C)cc1	3%	-1%	-9	2%	-1%	2	1%	14%	-2%	-1	0%
CC(C)OCCCN1C=C2C(=O)C(C)(OC(=O)CCc3ccccc3)C(=O)C=C2C=C1c1ccc(C#N)cc1 (centres undefined)	-2%	0%	6	10%	-7%	-3&-23	3%	12%	-5%	8	-7%
CCc1ccc(C2C(C#N)=C(N)OC3=C2C(=O)CCC3)s1 (centres undefined)	1%	-1%	24	?	-1%	-4	-2%	-18%	-3%	3	-3%
C/C(=N\OCC(=O)O)c1ccc(Cl)cc1	0%	0%	8	-3%	-3%	9	-4%	2%	-1%	12	2%
COc1ccc(CNC(=O)/C=C/c2ccc(OCCCF)cc2)cc1	1%	4%	28	0%	13%	-2	?	22%	0%	-8	4%

Rab9 prom act: hit marks shown above
Structure	Rab9 prom act	RORg inh	NPC1 promoter act	uPA surface inh
COC(=O)c1ccc2nc(NC(=O)C3CCCCC3)sc2c1	0.32µM*	-17%	0.89µM*	-7%
